Compound activity (PubChem BioAssay)
CHT allo act: CHT positive allosteric modulators, primary screen, cell-based, membrane potential dye, choline EC20. B-score at 10 µM. CHT-expressing cells; hits give high values; LV-AA mutant CHT in HEK293 cells. hit rate 0.49% among 310,000. High affinity choline transporter 1 (Homo sapiens), Q9GZV3;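 active = initial fluorescence not abnormally high and integrated response B-score, plate-corrected, over 3 SD above library mean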
Target sequence (Q9GZV3 whole entry, looked up): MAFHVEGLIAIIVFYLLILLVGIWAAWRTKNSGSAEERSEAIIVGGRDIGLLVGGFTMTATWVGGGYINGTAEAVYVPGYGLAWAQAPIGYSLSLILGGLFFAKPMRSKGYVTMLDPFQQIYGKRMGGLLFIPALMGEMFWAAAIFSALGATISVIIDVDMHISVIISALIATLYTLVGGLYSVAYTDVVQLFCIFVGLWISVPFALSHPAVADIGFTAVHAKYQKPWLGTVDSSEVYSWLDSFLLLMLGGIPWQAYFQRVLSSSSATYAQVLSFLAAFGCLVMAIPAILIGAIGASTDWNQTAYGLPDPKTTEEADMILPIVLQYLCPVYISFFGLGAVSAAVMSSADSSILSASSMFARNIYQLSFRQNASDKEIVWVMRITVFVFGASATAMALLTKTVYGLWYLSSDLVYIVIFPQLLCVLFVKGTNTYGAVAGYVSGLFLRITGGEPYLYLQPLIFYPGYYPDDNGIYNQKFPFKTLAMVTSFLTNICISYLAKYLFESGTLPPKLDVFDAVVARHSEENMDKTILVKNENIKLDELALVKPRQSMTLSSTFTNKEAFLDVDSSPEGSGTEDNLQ
OX1R antag: OX1R (HCRTR1) antagonists, primary screen, fluorescence, CHO/OX1R cells, Fluo-8 calcium, orexin A; Fluo-8 calcium fluorescence; hit rate 0.43% among 330,000; inhibition, % at 5 µM; Orexin/Hypocretin receptor type 1 (Homo sapiens), O43613;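 active = inhibition above its plate's threshold, mean inhibition of all tested compounds on the plate plus 3 SD, cut at about 37% in these data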;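 also: 0% = orexin A challenge wells and 100% = SB-334867-A antagonist wells; not every result past the cut was called active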
Target sequence (O43613 whole entry, looked up): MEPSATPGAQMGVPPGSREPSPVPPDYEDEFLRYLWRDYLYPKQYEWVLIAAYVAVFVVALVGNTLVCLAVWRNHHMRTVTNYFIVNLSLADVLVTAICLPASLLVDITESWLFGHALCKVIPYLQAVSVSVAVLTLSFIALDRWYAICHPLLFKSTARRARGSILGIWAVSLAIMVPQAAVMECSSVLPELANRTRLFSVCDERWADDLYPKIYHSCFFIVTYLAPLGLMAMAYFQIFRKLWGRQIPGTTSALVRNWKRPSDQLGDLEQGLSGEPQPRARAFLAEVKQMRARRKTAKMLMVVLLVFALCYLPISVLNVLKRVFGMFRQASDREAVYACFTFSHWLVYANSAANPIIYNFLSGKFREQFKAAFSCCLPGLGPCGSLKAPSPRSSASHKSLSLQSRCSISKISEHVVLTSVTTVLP
Numbers without * were called inactive; i = inactive; · = no result given. Some of the compounds tested. The share of hits here may be higher or lower than overall.

SMILES	CHT allo act	OX1R antag
CC(=O)OC1CC[C@]2(C#N)[C@H]3CC[C@]4(C)[C@H](C5C=CC(=O)O5)CCC4(O)C3CCC2(O)C1 (stereo not given in full)	i	-1.5
CCN1C[C@]2(COC)CC[C@H](OC)[C@@]34C1[C@]1(OCO[C@@]15C[C@H](OC)[C@H]1C[C@@H]3[C@@H]5[C@H]1OC)[C@@H](O)[C@H]24	i	-12.2
Clc1ccc(C(Cn2ccnc2)OCc2csc3c(Cl)cccc23)c(Cl)c1 (stereo not given)	i	-3.0
Oc1ccc(Cl)c(Cl)c1	·	10.5
O=c1[nH]c(=O)n(Cc2ccco2)c(O)c1C=NC1CC1	i	-11.3
COC(=O)CCCNC(=O)CN1CC(c2ccccc2)CC1=O (stereo not given)	i	-10.2
O=C(O)Cn1cc(/C=C2\C(=O)NC(=O)N(c3ccc(F)cc3)C2=O)c2ccccc21	i	·
Cc1cccnc1NC1=NCC(C)S1 (stereo not given)	i	-16.0
O=C(O)C(O)(c1ccccc1)C1CCCCC1 (stereo not given)	i	-10.2
CSCCC(N=Cc1c(O)n(-c2ccc(F)cc2)c(=O)[nH]c1=O)C(=O)OC(C)(C)C (stereo not given)	i	-32.7
CC/C(=N\N1CCN(C)CC1)c1c(O)[nH]c(=O)[nH]c1=O	i	-4.1
CCc1c(-c2ccccc2)nc2ccccc2c1C(=O)N1CCC2(CC1)OCCO2	i	-22.7
COc1ccc(C2=NCC(=O)N(CC(=O)NCc3ccco3)c3sc4c(c32)CCCC4)cc1	i	-5.2
Cc1cc(O)c2c(C)c(CC(=O)N3C[C@H]4C[C@@H](C3)c3cccc(=O)n3C4)c(=O)oc2c1	i	-2.3
CC(C)OP(=O)(O)NC(=O)c1ccccc1	i	-6.7
COc1ccc(C2NCc3ccc4c(c3-n3cccc32)OCO4)cc1OC (stereo not given)	i	-23.8
Cc1ccc(CN(Cc2ccccc2)C(=S)NCC(=O)N2CCC3(CC2)OCCO3)o1	i	-27.8
CN(C)CP(=O)(Nc1ccccc1)N(C)C (stereo not given)	i	-1.1
CCOc1cc(C=C2C(=O)NC(=O)NC2=O)ccc1OS(=O)(=O)c1ccccc1	i	-9.3
COC(=O)C1=C(c2c(C)noc2C)C[C@@H]2CC[C@H]1N2C(=O)N1CCCC1	·	-29.6
CCC(=O)C(CCN1CCOCC1)(c1ccccc1)c1ccccc1	i	-29.0
CC(=O)Nc1ccc(OC(=O)N2CCCCC2)cc1	i	0.0
Cc1ccccc1-n1c(O)c(/C=C2/C(c3ccccc3)=Nc3ccccc32)c(=O)[nH]c1=O	i	-3.1
CCN1CCN(Cc2cc(Br)cc(Br)c2O)CC1	i	-11.0
Cn1cc(C(=O)OCC(=O)NC2CCCC2)c2ccccc21	·	-1.4
CC1[C@H]2Cc3ccc(O)cc3[C@]1(C)CCN2CCc1ccccc1 (stereo not given in full)	·	-9.8
C[N+]1(C)C2CCC1CC(OC(=O)c1c[nH]c3ccccc13)C2 (stereo not given)	i	4.1
CCCCn1c(=O)c(C=Nc2cccnc2Cl)c(O)n(CCCCl)c1=O	i	-5.1
CNCC(O)c1cc(F)c(OCc2ccccc2)c(OCc2ccccc2)c1F (stereo not given)	i	-19.0
O=P(CN1CCN(c2ccccc2)CC1)(N1CCCCC1)N1CCCCC1	i	-17.3

Reprinted at random: 3 records from the list, in no set order.
SMILES	CHT allo act	OX1R antag
Cc1ccc(CN(Cc2ccccc2)C(=S)NCC(=O)N2CCC3(CC2)OCCO3)o1	i	-27.8
CNCC(O)c1cc(F)c(OCc2ccccc2)c(OCc2ccccc2)c1F (stereo not given)	i	-19.0
COC(=O)C1=C(c2c(C)noc2C)C[C@@H]2CC[C@H]1N2C(=O)N1CCCC1	·	-29.6

Later entries
SMILES	CHT allo act	OX1R antag
CC(=O)CC(=O)C1C(=O)N(C)C(=O)N(C)C1=O	i	10.3
Cc1ccc(C)c(CN2CCC(n3nnc4cc(F)ccc43)CC2)c1	i	-28.0
Cn1c(O)c(C=NC2CCN(Cc3ccccc3)CC2)c(=O)[nH]c1=O	i	-10.7
Cn1c(O)c(C=NC2CCCCCC2)c(=O)[nH]c1=S	i	-21.7
O=C(NCCN1CCOCC1)c1ccc(Cl)nc1	i	-5.0
Cc1ccc(CN2CCN(Cc3ccccc3)CC2)cc1	i	-14.1
CC(=O)c1cn(CCCOc2ccccc2)c2ccccc12	i	-26.4
CC(C(=O)O)N(C(=O)c1ccccc1)c1ccc(F)c(Cl)c1 (stereo not given)	i	-5.7
COc1ccc2nc(/N=C/c3c(O)n(-c4cccc(Cl)c4)c(=O)[nH]c3=O)sc2c1	i	17.4
CCC(=NCCCN1CCOCC1)c1c(O)n(-c2ccccc2C)c(=O)[nH]c1=O	i	-8.5
Clc1ccc(CN2CCNCC2)cc1	i	-11.8
O=C(Cc1ccccc1)OCC(=O)N1CCN(S(=O)(=O)c2ccc(Cl)cc2)CC1	i	-4.4
CN(C)C(=O)Oc1ccc2c(c1)O/C(=C\c1ccccc1)C2=O	i	-16.2
CC1CCCCC1NC1CCN(C)CC1 (stereo not given)	i	-2.6
CCCCCCn1c(O)c(C=NCCN2CCOCC2)c(=O)[nH]c1=O	i	-17.4
Cc1cc(=O)n(-c2ccccc2)n1-c1ccccc1	i	-9.1
CCN(CC)CCOC(=O)C(O)(c1ccccc1)c1ccccc1	i	-11.1
CCCC[N+]1(C)[C@@H]2CC(OC(=O)[C@H](CO)c3ccccc3)C[C@H]1[C@@H]1O[C@@H]12 (stereo not given in full)	i	-8.2
O=[N+]([O-])c1cc(Cl)c(Cl)cc1Cl	·	-4.7
O=C1NC(=O)N(Cc2ccc(F)cc2)C(=O)/C1=C/c1cccs1	i	-1.6
CCC[C@H](N[C@@H](CCC)[C@H](O)c1ccccc1)[C@H](O)c1ccccc1	i	-16.7
O=C1Nc2cc(C(=O)N3CCC4(CC3)OCCO4)ccc2NC1CSCc1cccc(F)c1 (stereo not given)	i	-9.4
CCOP(=O)(OCC)C(NC(=O)Cc1ccccc1)C(Cl)(Cl)Cl (stereo not given)	i	-13.5
COC(=O)C1=C(c2ccc(OC)c(OC)c2)C[C@@H]2CC[C@H]1N2C(=O)NCc1cccc2ccccc12	·	-24.1
Cc1ccc(C(=O)Nc2ccc(Cl)cc2C(=O)c2ccccc2)cc1	i	-64.7
C=CCn1c(O)c(C(CC)=Nc2ccccc2NC(C)=O)c(=O)[nH]c1=O	i	-2.8
CC(=O)c1ccc(OC(NC(=O)Cc2ccccc2)C(Cl)(Cl)Cl)cc1 (stereo not given)	i	-9.1
CSCCC(NC(=O)CCC(=O)OC1CC[C@H]2[C@@H]3CC[C@H]4CC(=O)CC[C@]4(C)[C@H]3CC[C@]12C)C(=O)O (stereo not given in full)	i	-23.5
O=C(c1cc(-c2cccnc2)nc2ccccc12)N1CCC2(CC1)OCCO2	i	-23.9
COc1cc(CC2C(=O)N(C)C(=O)N(C)C2=O)ccc1OCc1ccccc1	i	-10.5
O=C(/C=C/c1c[nH]c2ccccc12)c1c(O)n(CCc2ccccc2)c(=O)[nH]c1=O	i	13.9
O=C(c1ccc2c(c1)ncn2C1CCCCC1)N1CCC2(CC1)OCCO2	i	-6.9
COc1ccc(CCNCc2cccn2C)cc1OC	i	-38.2
Cc1ccc(S(=O)(=O)c2nc(-c3ccccc3Cl)oc2N(C)C2CCN(C)CC2)cc1	·	-10.6
Cc1ccc2c(c1)C1CN(C)CCC1N2C(=O)/C(C#N)=C/c1ccc2c(c1)OCO2 (stereo not given)	i	-22.5
Cc1ccc(C2N3CCCN23)cc1 (stereo not given)	i	-9.0
C[C@]12CCC(=O)C=C1CC[C@@H]1C2CC[C@]2(C)C(=O)CCC12 (stereo not given in full)	i	-5.7
Oc1c(Cl)cc(Cl)cc1CN1CCN(Cc2ccccc2)CC1	i	-27.4
CCCNC(=O)N1[C@H]2CC[C@@H]1C(C(=O)OC)=C(c1cc3ccccc3s1)C2	i	-22.4
Oc1c(Cl)c(Cl)c(Cl)c(Cl)c1Cl	i	-16.1
CCOC(=O)C(O)(c1ccc(N=Cc2ccccc2O)c(C)c1)C(F)(F)F (stereo not given)	i	1.2
COc1ccc(CN2CCCC(C(=O)c3ccc(Cl)cc3)C2)c(OC)c1 (stereo not given)	i	-22.9
O=C(c1cccc(C(F)(F)F)c1)C1CCCN(Cc2ccccc2O)C1 (stereo not given)	i	-31.2
Cc1ccccc1NC(=O)CCl	i	-6.5
O=C1NC(=O)N(Cc2ccccc2)C(=O)/C1=C/c1cnc(-c2ccccc2)nc1	i	-12.7
O=C1CC(=O)N(c2ccc(Cl)cc2Cl)C(=O)N1	i	-0.9
C[C@]12CC[C@@H](O)C[C@@H]1CC[C@@H]1[C@@H]2CC[C@]2(C)C(=O)CC[C@@H]12	i	-14.7
O=c1[nH]c(=O)n(Cc2ccccc2)c(O)c1/C=N/Nc1c(F)c(F)c(F)c(F)c1F	i	-24.8
Cc1cccc(NC2=NCCCS2)c1C	i	-7.9
O=c1[nH]c(O)c(N=Nc2ccc(S(=O)(=O)N3CCOCC3)cc2)c(=O)[nH]1	i	5.3
CCC(=NCCC(c1ccccc1)c1ccccc1)c1c(O)[nH]c(=O)[nH]c1=O	i	-16.1
CC(CN(C)C1CCN(C)CC1)c1ccccc1 (stereo not given)	i	·
CCOC(=O)c1c(C)n(C(C)C)c2ccc(OC(=O)c3ccc(N4C(=O)CCC4=O)cc3)cc12	i	-12.2
COc1ccc(OC)c(-n2c(O)c(C=NCCN3CCNCC3)c(=O)[nH]c2=S)c1	i	-12.7
COc1cccc(-n2c(O)c(C=NCCN3CCNCC3)c(=O)[nH]c2=S)c1	i	-20.7
COc1ccc(-n2c(Cc3cccc([N+](=O)[O-])c3)nc3ccccc3c2=O)cc1	i	-16.6
O=C(NCc1cccnc1)C(Cl)(Cl)Cl	i	-1.8
COc1c(/C=C2/C(=O)NC(=O)N(C)C2=O)c(CCN(C)C(=O)c2ccccc2)cc2c1OCO2	i	-14.1
CC(=O)C1(c2ccccc2)CCN(C(=O)C2CCC(=O)N(CCc3cccc(F)c3)C2)CC1 (stereo not given)	i	-21.9
CC(C(N)=O)N1CC(c2ccccc2)CC1=O (stereo not given)	i	-13.8

3 compounds from above, arranged by molar mass, highest first:
SMILES	CHT allo act	OX1R antag
CCOP(=O)(OCC)C(NC(=O)Cc1ccccc1)C(Cl)(Cl)Cl (stereo not given)	i	-13.5
O=P(CN1CCN(c2ccccc2)CC1)(N1CCCCC1)N1CCCCC1	i	-17.3
COc1ccc(CN2CCCC(C(=O)c3ccc(Cl)cc3)C2)c(OC)c1 (stereo not given)	i	-22.9

Compound profiles (already shown):
`CCOC(=O)c1c(C)n(C(C)C)c2ccc(OC(=O)c3ccc(N4C(=O)CCC4=O)cc3)cc12` in the list: CHT allo act = i; OX1R antag = -12.2
`CCC(=NCCC(c1ccccc1)c1ccccc1)c1c(O)[nH]c(=O)[nH]c1=O` in the list: CHT allo act = i; OX1R antag = -16.1
`CC(CN(C)C1CCN(C)CC1)c1ccccc1` (stereo not given) in the list: CHT allo act = i; OX1R antag = ·

The list continues:
SMILES	CHT allo act	OX1R antag
CC1CN=C(Nc2ccc(N(C)C)cc2)S1 (stereo not given)	i	-25.4
Cn1cc(C(=O)NC2CC2)c2ccccc21	i	-3.0
CN1CCC(O)(c2ccccc2)C2CCCC21 (stereo not given)	i	-12.8
CCOP(=O)(Cc1ccc(C#N)o1)OCC	i	4.8
CC(N)Cc1c[nH]c2c1ccc1ccccc12 (stereo not given)	i	-9.7
O=C(CN1CCCCC1)NCC(=O)Nc1ccc(Br)cc1C(=O)c1ccccc1	i	-40.9
O=C(CN1CCCCC1)Nc1ccc(Br)cc1C(=O)c1ccccc1Cl	i	-23.8
O=C1CSC2(CN3CCC2CC3)N1 (stereo not given)	i	-8.3
O=C(Nc1ccccc1)NC1CC2CCC(C1)N2 (stereo not given)	i	-5.3
O=C(c1ccc2c(c1)ncn2-c1ccc(F)cc1F)N1CCC2(CC1)OCCO2	i	-20.3
CC(C)NCC(O)c1ccc(C2CCCC2)cc1 (stereo not given)	i	-13.6
Cc1ccc(S(=O)(=O)NP(=O)(Oc2ccccc2)Oc2ccccc2)cc1	i	-12.4
CCCCN(Cc1ccccc1)C1CCN(CCc2ccccc2)CC1	i	-46.8
CCN1CCN(C(=O)Cc2coc3ccc4ccccc4c23)CC1	i	-16.9
Fc1ccc(CNCCc2ccccc2F)cc1	i	-27.6

Molecules shown so far with a nitro group on carbon, in the order listed:
SMILES	CHT allo act	OX1R antag
O=[N+]([O-])c1cc(Cl)c(Cl)cc1Cl	·	-4.7
COc1ccc(-n2c(Cc3cccc([N+](=O)[O-])c3)nc3ccccc3c2=O)cc1	i	-16.6

(further entries)
SMILES	CHT allo act	OX1R antag
CCOC(=O)C(NC(=O)CC)(Nc1ccc(C(O)(C(=O)OCC)C(F)(F)F)cc1C)C(F)(F)F (stereo not given)	i	-3.0
COc1ccc(S(=O)(=O)N2CC3CC(C2)c2cccc(=O)n2C3)cc1 (stereo not given)	i	-4.3
COc1ccc(C(O)P(=O)(OC(C)C)OC(C)C)cc1 (stereo not given)	i	-7.5
Cc1ccc(OC(F)F)c(N2C(=O)C3C4CCC(O4)C3C2=O)c1 (stereo not given)	·	-21.1
CCn1c(O)c(/C=N/NC(=O)c2ccccc2)c(=O)[nH]c1=S	i	-12.8
CC1(C)N=C(c2ccccc2)[C@@H]2C(c3ccc([N+](=O)[O-])cc3)N21 (stereo not given in full)	i	4.0
CC(C)(C)n1cc(C(=O)c2ccccc2)cc1-c1ccccc1	i	-3.4
O=C(c1ccc(N2CC3CC(C2)c2cccc(=O)n2C3)c([N+](=O)[O-])c1)N1CCCCC1 (stereo not given)	i	3.5
COC(=O)C1=C(c2cc3ccccc3o2)C[C@@H]2CC[C@H]1N2C(=O)NCc1ccccc1	i	-14.2
COC(=O)C1=C(c2cccc(C#N)c2)C[C@@H]2CC[C@H]1N2C(=O)NC1Cc2ccccc2C1	·	-28.1
Cc1ccccc1NS(=O)(=O)c1ccc(OCC(=O)N2CCN(C)CC2)cc1	i	-10.5
CCCCOC(=O)c1ccccc1C(=O)OCc1ccccc1	·	-23.8
